Compound activity as filed in PubChem BioAssay.
D2 ag – D2 dopamine receptor (human) agonism. hit rate 0.53% among 340,000. activation, % at 2 µM. P14416. HEK293 T-REx D2 cells, calcium flux agonist mode;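 active means activation over 3 SD above normal in the single-dose calcium agonist read, cut at about 30% in these data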; further: 0% is about no effect
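Agonism scored from kinetic calcium signal (1 read/sec, 180 s) following compound pin transfer, after a 10 s baseline. Cells: HEK293 Trex line expressing inducible D2 receptor coupled to calcium, dye-loaded after overnight culture at 30 C.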
RXFP1 antagonist – RXFP1 (human) relaxin receptor antagonism | Q9HBX9 | HEK293-RXFP1, relaxin-stimulated cAMP HTRF, 30 min; active compounds read low | activity change, negative = inhibition, % at 57.5 µM | hit rate 0.59% among 350,000 | AID 1259400;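 active means activity change of -60% or lower, but not beyond a set lower limit; inconclusive means change between -60% and -40%, or beyond the set limit; inactive means change above -40%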; further: on the % scale 0 is the no-effect control and ±100 the full control effect
Target sequence (Q9HBX9 whole entry, looked up): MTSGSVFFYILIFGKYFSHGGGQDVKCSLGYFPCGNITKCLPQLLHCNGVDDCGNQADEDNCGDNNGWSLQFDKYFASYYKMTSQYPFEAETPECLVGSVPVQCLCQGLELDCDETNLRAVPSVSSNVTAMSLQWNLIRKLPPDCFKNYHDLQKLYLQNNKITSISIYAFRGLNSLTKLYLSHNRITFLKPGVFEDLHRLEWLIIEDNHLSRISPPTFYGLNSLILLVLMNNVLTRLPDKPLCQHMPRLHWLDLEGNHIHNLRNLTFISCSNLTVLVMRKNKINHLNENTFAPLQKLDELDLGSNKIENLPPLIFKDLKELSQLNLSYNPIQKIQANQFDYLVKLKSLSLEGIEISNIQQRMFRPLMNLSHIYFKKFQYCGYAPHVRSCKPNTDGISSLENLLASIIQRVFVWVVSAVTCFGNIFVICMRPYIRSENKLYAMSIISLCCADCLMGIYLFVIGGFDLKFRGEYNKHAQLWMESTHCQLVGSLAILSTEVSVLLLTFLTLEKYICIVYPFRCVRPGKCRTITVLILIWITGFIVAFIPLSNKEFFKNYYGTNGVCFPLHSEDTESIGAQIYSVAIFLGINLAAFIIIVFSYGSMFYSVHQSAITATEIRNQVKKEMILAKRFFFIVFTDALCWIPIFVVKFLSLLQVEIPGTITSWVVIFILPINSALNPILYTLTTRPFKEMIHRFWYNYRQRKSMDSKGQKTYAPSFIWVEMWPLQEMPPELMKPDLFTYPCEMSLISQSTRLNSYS
D2 PAM – positively modulates the human D2 dopamine receptor allosterically; potentiation, % at 10 µM; P14416; HEK293 T-REx D2, calcium flux, EC20 dopamine potentiation; hit rate 0.34% among 340,000;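 active means potentiation over 3 SD above the plate norm, cut at about 30% in these data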; further: 0% is about no effect
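Tetracycline-induced Hek293 Trex D2 cells, force-coupled to calcium, loaded with no-wash calcium dye. Compound added with 180 s kinetic read for agonism, then EC20 dopamine and a further 180 s read for potentiation.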
D1 potentiator – human D1 dopamine receptor positive modulation; P21728; HEK293 TREx D1 cells, calcium flux, dopamine EC20 potentiation; potentiation, % at 10 µM; hit rate 0.036% among 360,000; in the data active means potentiation above about 30%; further: 0% is about no effect
TRHR PAM – TRH receptor (human) allosteric enhancement; P34981; hit rate 0.66% among 360,000; enhancement, % at 2 µM; TRHR cells, fluo-8 calcium fluorescence, EC20 TRH enhancement; in the data active means enhancement above about 30%; further: 0% is about no effect
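TRHR-expressing cells loaded with fluo-8 calcium dye were read kinetically (ex 480/em 530) during compound addition, then stimulated with an EC20 of TRH (10 nM final). Enhancement of the Gq-mediated intracellular calcium response was scored.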
D1 ag – human D1 receptor agonism. HEK293 T-REx D1 cells, calcium flux, agonist mode. activation, % at 2 µM. AID 504660. hit rate 1% among 360,000. P21728; further: 0% is about no effect
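Inducible HEK293 T-REx D1 cells, force-coupled to calcium signalling, were plated at 4000 cells/well with tetracycline and held overnight at 30 C. After no-wash calcium dye loading, compound-evoked calcium rise over 180 s flagged agonists.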
D1 antag – antagonists of human D1 dopamine receptor | activity change, negative = inhibition, % at 10 µM | P21728 | HEK293 TREx D1 cells, calcium flux, dopamine EC80; active compounds read low | hit rate 3.2% among 360,000 | AID 504652; in the data active means activity change below about -30%; further: on the % scale 0 is the no-effect control and ±100 the full control effect
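After overnight tetracycline induction at 30 C, force-coupled D1 HEK293 cells took up a no-wash calcium dye at room temperature. Compounds were added and monitored 180 s, and the response to EC80 dopamine was then recorded.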
D2 antag – antagonists of human D2 dopamine receptor | AID 485344 | hit rate 2% among 340,000 | P14416 | HEK293 TREx D2 cells, calcium flux, dopamine EC80 | inhibition, % at 10 µM; in the data active means inhibition above about 30%; further: 0% is about no effect
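Measurement of antagonist activity uses fluorescent calcium dye in inducible HEK293 T-REx D2 cells: 10 s baseline, compound addition with 180 s read, EC80 dopamine addition with a further 180 s read.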
TRHR agonist – agonists of human TRH receptor; hit rate 0.18% among 360,000; P34981; TRHR cells, calcium flux fluo-8, FDSS agonist mode; activation, % at 2 µM; AID 493084; further: 0% is about no effect
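TRHR-expressing cells loaded with fluo-8 calcium dye; 23 nL library compound pin-transferred, kinetic FDSS fluorescence (Ex 480/Em 530) recorded about 180 s for agonist-induced calcium release, before a 10 nM TRH EC20 addition for potentiator mode.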
Active calls of the source: *; ? = inconclusive; / = not tested or not shown; & = joins results of further samples. Unless noted, no stated cut-off is given here; in the data, active means activation above about 30%; inactive means the rest.

SMILES	D2 ag	RXFP1 antagonist	D2 PAM	D1 potentiator	TRHR PAM	D1 ag	D1 antag	D2 antag	TRHR agonist
S=c1[nH]c(-c2ccc(Br)cc2)cn1CCc1ccccc1	-0.4	?	-10	-6	9	4	-90*	-6	0.4
COCC(C)NC(=O)CSc1nc(-c2ccccc2)c(-c2ccccc2)o1 (stereo not drawn)	0.2	8	4	0	-1	-1	6	-1	-0.4
CCc1ccccc1NC(=O)CSc1nnc(CCNC(=O)OC(C)(C)C)o1	-0.2	-13	4	-6	-1	3	-2	-10	-1.0
C=C1C[C@H]2[C@@H]3C=C(C)C4=CC(=O)CC[C@]4(C)[C@H]3CC[C@]2(C)[C@@]1(OC(C)=O)C(C)=O	0.1	-32	-1	-7	-9	-1	15	-15	-0.5
COCCn1c(SCC(=O)Nc2cc(C)on2)nnc1-c1ccccc1	0.2	-2	11	-5	-2	0	-4	-30	-0.3
CCOn1c(=O)c(C)[n+]([O-])c2ccccc21	-0.7	?	7	5	-8	1	12	-2	0.6
COc1ccc(NC(=O)CN(C)S(=O)(=O)c2ccc(Cl)cc2)cc1Cl	-0.2	-5	-6	-8	2	0	-13	2	-1.1
N/C(COc1ccc(Cl)cc1Cl)=N\O	1.1	6	32*	-2	-3	1	-14	-7	0.5
Cc1nc(CCNC(=O)COc2ccccc2)cs1	0.3	2	11	5	7	0	13	1	0.3
COc1cccc(CNC(=O)COc2cccc(-n3cnnn3)c2)c1	-0.2	-13	-7	-5	5	3	-3	2	-0.1
O=C(NCCc1ccccc1)C(=O)NCC(c1cccnc1)N1CCN(c2ccccc2F)CC1 (stereo not drawn)	2.9	-27	-10	-1	-5	1	5	/	-0.1
COc1ccc(-c2cc(C(C)=O)c(C)n2CCC(=O)Nc2ccc(C)c(Cl)c2)cc1	-0.1	?	2	-1	-4	3	2	/	0.4
O=C(COC(=O)c1c[nH]c2ccccc12)Nc1ccc([N+](=O)[O-])cc1	-0.6	-5	13	-3	0	2	-11	-44	0.6
O=C(/C=C/c1ccc(Cl)cc1)Nc1nccs1	0.3	4	2	9	-1	-1	-12	-9	0.3
CCn1c(SCC(=O)N(C)C)nc2cc(S(=O)(=O)N3CCOCC3)ccc21	0.0	-5	2	9	-12	5	-11	18	0.0
COc1cccc(NC(=O)Cn2cc(C(=O)C3CC3)c3ccccc32)c1	0.7	4	-9	0	-1	8	21	-14	0.7
O=C(CCc1ccc(O)c(O)c1)NNC(=S)Nc1ccc(Br)cc1Cl	3.3	7	0	-8	8	8	-23	-4	-0.3
Cc1cc(=O)oc2cc(OCC(O)CN3CCN(c4ccc(F)cc4)CC3)ccc12 (stereo not drawn)	73*	-6	-19	-6	-4	3	-2	76*	-0.5
Cn1nc(C(=O)N2CCN(c3ccc(Cl)cc3)CC2)c2c1-c1ccccc1S(=O)(=O)C2	-0.8&1.7	-10&-25	10&-1	0&0	-8&-1	0&0	-7&7	18	-0.9&-0.3
Cc1nnc(NCc2cccc(Cl)c2)c2ccccc12	-2.8	9	5	2	-2	4	29	-15	-1.7
COc1ccc(C2NC(c3ccc(OC)cc3)C(c3ccccc3)C(=O)C2c2ccccc2)cc1 (stereo not drawn)	2.4	-16	-1	-5	-1	3	-11	-2	0.4
COCCNCCCCSc1ccc(Cl)cc1	0.7	0	-23	-4	-4	8	9	-22	0.5
COc1ccc(C(=O)N(CC2CCCO2)C(C(=O)NC2CCCC2)c2ccc(C)cc2)cc1OC (stereo not drawn)	1.5	-13	-5	-3	-1	2	-1	24	0.1
CCOc1ccc(CO/N=C/c2c(C)[nH]c(=O)[nH]c2=O)cc1	0.1	-2	/	-1	6	5	-8	-12	-0.4

Single entries from the list:
For D2 antag, Cc1nnc(NCc2cccc(Cl)c2)c2ccccc12 is entered as -15
For D2 PAM, Cc1nc(CCNC(=O)COc2ccccc2)cs1 is entered as 11
For TRHR PAM, CCOn1c(=O)c(C)[n+]([O-])c2ccccc21 is entered as -8

3 records picked at random from those above, as already listed:
SMILES	D2 ag	RXFP1 antagonist	D2 PAM	D1 potentiator	TRHR PAM	D1 ag	D1 antag	D2 antag	TRHR agonist
COCC(C)NC(=O)CSc1nc(-c2ccccc2)c(-c2ccccc2)o1 (stereo not drawn)	0.2	8	4	0	-1	-1	6	-1	-0.4
COc1cccc(NC(=O)Cn2cc(C(=O)C3CC3)c3ccccc32)c1	0.7	4	-9	0	-1	8	21	-14	0.7
COc1ccc(C(=O)N(CC2CCCO2)C(C(=O)NC2CCCC2)c2ccc(C)cc2)cc1OC (stereo not drawn)	1.5	-13	-5	-3	-1	2	-1	24	0.1

Further structures
SMILES	D2 ag	RXFP1 antagonist	D2 PAM	D1 potentiator	TRHR PAM	D1 ag	D1 antag	D2 antag	TRHR agonist
CCN1C(=O)/C(=C2/C(=O)N3c4c(cc(OC(C)=O)cc42)C(C)=CC3(C)C)SC1=S	-0.3	0	-4	5	13	1	20	-2	-0.8
CC1CCN(CC(=O)Nc2ccc(S(=O)(=O)N3CCCCC3)cc2)CC1	-0.5	0	-5	-8	0	8	1	-9	1.9
O=C(O)COn1c(-c2ccc(Cl)cc2)nc2ccc(Cl)cc21	0.1	-11	4	-6	0	1	1	-1	0.4
N/C(=N\OC(=O)c1ccc(Cl)cc1Cl)c1ccccn1	0.0	-8	7	4	-1	0	2	-24	-0.4
COc1cc(OC)c(NC(=O)N2CCC(CN3CCOCC3)CC2)cc1Cl	0.7	-1	-14	1	0	-2	-11	/	0.9
O=C(NNS(=O)(=O)c1ccc(F)cc1)c1ccc(O)cc1	/	9	-8	6	6	2	-4	7	-0.6
COCCn1nnnc1C(c1ccc2ncccc2c1)N1CCN(c2ccccc2F)CC1 (stereo not drawn)	0.5	-23	11	3	-5	1	-1	13	0.7
Cc1cc2ncn(CS(C)(=O)=O)c2cc1C	-0.2	-2	-10	-3	-4	4	3	6	2.2
CN1C(C(=O)NCCc2cccs2)CC2Cn3c(nc4cc(Cl)c(Cl)cc43)C21 (stereo not drawn)	0.8	/	0	2	6	2	-12	48*	-0.1
O=[N+]([O-])c1cccc(/C=C/c2nc(C=Nc3ccccc3)c(O)o2)c1	3.1	5	-4	-2	-4	7	-6	8	4.7
O=C(Cn1cccc1C(=O)c1ccccc1)NCc1cccc(Cl)c1	0.3	3	12	9	-4	3	6	6	-0.9
O=C(c1ccccc1)c1ccc(O)cc1O	11	5	-3	-2	-4	60*	-8	-4	20
CCOC(=O)c1sc(NC(=O)CCCn2nc([N+](=O)[O-])cc2C)c(C(=O)OCC)c1C	1.2	-15	13	0	3	1	-1	4	0.4
CCOc1ccc(C(=O)c2cn(Cc3ccccc3OC)c3ccc(F)cc3c2=O)cc1	-0.1	-9	-2	-6	0	1	-13	/	0.0
COc1ccc(C2CC(=O)Nc3c2c(=O)n(C)c2nc4ccccc4n32)cc1 (stereo not drawn)	-0.5	/	-8	1	-5	0	10	/	1.1
COCc1cc(C)nc(N2CCCCC2)c1C#N	-1.0	7	3	-4	2	2	-2	8	-0.7
Cc1nn2c(N)csc2nc1=O	1.1	/	-3	2	-8	6	-4	-6	0.5
CCc1nn(C(CC)C(=O)NCCCN2CC(C)CC(C)C2)c(=O)c2cc3oc(C)cc3n12 (stereo not drawn)	-0.3	-9	-33	-4	-6	2	-1	64*	-0.5
CCOc1cccc(OCCOc2ccccc2[N+](=O)[O-])c1	-0.2	-2	-11	-2	-7	6	-7	-14	1.8
O=C(c1ccccc1S(=O)(=O)NCc1ccccc1)N1CCCCC1	0.8	/	27	/	5	1	-17	-21	0.1
Cc1ccc(C)c(N2CCN(CCCNC(=O)c3ccc4nc(C(C)C)oc4c3)CC2)c1	0.0	-16	-25	-4	-1	28	-13	/	-0.3
O=C(COc1ccc(Cl)cc1Cl)NN=C1c2ccccc2-c2ccccc21	/	5	/	0	3	5	1	/	1.8
COC(=O)CCc1nc2ccccc2[nH]c1=O	1.7	-3	10	12	2	6	-3	-8	-0.2
COc1ccc(OCC(=O)Nc2ccc(Cl)cc2)cc1	1.7	2	1	-8	-9	5	-5	-3	-1.1
O=C(NCC(c1cccs1)N1CCOCC1)c1cc([N+](=O)[O-])cc([N+](=O)[O-])c1 (stereo not drawn)	0.3	/	-5	2	21	0	0	17	-0.2
O=C1CCN(Cc2cccnc2)CCN1[C@H](CO)c1ccccc1	0.2	/	-8	-9	-1	0	-17	0	0.5
COc1ccc(Cc2nnc(SCC(=O)Nc3c(C)cccc3C)[nH]c2=O)cc1	/	-9	/	5	0	1	-4	/	1.2
CCCCNC(=O)COC(=O)c1cc2c(C)nn(-c3ccccc3)c2s1	0.8	-28	-4	-5	-3	3	-11	6	-0.1
COc1ccc(NS(=O)(=O)c2cc(NC(=O)/C=C/c3cccs3)ccc2N2CCOCC2)cc1	0.2	-9	-2	-3	-7	4	1	-8	0.5

Whole records, looked up by structure.
Profile of `COc1ccc(NS(=O)(=O)c2cc(NC(=O)/C=C/c3cccs3)ccc2N2CCOCC2)cc1` : D2 ag: 0.2; RXFP1 antagonist: -9; D2 PAM: -2; D1 potentiator: -3; TRHR PAM: -7; D1 ag: 4; D1 antag: 1; D2 antag: -8; TRHR agonist: 0.5
Profile of `CCCCNC(=O)COC(=O)c1cc2c(C)nn(-c3ccccc3)c2s1` : D2 ag: 0.8; RXFP1 antagonist: -28; D2 PAM: -4; D1 potentiator: -5; TRHR PAM: -3; D1 ag: 3; D1 antag: -11; D2 antag: 6; TRHR agonist: -0.1
